From PubChem
PV pol inh – inhibitors of poliovirus RNA polymerase binding and polymerization; P03300; poliovirus polymerase elongation, fluorescence polarization; stronger effect = lower value; % elongation, % (compound at 16.7 µg/mL); hit rate 0.66% among 150,000; AID 588519; in the data active = % elongation below about 90%; note: some results filed as inactive read as strong as hits
Target sequence (P03300 1749-2209 limits assumed): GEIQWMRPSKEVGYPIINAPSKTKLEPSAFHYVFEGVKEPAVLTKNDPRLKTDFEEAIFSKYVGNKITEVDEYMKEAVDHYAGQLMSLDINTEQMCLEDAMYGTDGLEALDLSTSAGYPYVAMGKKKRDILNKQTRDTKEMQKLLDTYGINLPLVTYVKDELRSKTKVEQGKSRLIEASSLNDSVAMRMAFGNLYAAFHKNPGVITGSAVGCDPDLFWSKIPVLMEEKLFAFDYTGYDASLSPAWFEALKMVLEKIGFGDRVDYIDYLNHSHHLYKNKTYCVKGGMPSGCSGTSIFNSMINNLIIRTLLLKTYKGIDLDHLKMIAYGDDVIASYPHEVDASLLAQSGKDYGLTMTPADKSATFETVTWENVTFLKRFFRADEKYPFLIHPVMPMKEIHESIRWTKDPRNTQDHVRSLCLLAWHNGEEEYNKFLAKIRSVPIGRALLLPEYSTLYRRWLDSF
PV pol inh FP z-score – recorded beside PV pol inh, whose call it bears; z-score; measured here: FP z-score; hits read low
An asterisk follows results filed as active; & = joins results of further samples. These rows are one share of the data; count on the stated rates, not on these rows.

SMILES	PV pol inh	PV pol inh FP z-score
COc1ccc(N2CCN(C(=O)CSc3nc(-c4ccc(C(C)C)cc4)no3)CC2)cc1	100	-1.4
Cc1cccc(C)c1NC(=O)CN(C)C(C)C(=O)N1c2ccccc2CC1C (configuration not stated)	106	0.4
COc1ccc(-n2c(N)c(C(=O)NCCN3CCOCC3)c3nc4ccccc4nc32)cc1OC	98	-0.6
COC(=O)c1cc2oc3ccccc3c2n1CC(=O)Nc1ccc(F)cc1F	102	0.3
CCc1cccc(C)c1Nc1c(-c2ccccc2O)nc2ncccn12	102	0.1
Cc1ccc(C)c(-n2c(=O)c3ccccc3n3c(SC(C)C(N)=O)nnc23)c1 (configuration not stated)	104	0.1
Cc1nc2nc(NCc3ccc(Br)cc3)[nH]n2c(=O)c1Cc1ccccc1	120	0.3
O=C(COC(=O)c1cccs1)NCc1cccs1	100	-0.1
Cc1ccc(C(=O)Nc2ccc3nc(SCC(=O)N4CCc5ccccc54)sc3c2)cc1	109	0.5
Cn1c(=O)c2c(SCC(=O)Nc3ccccc3C(F)(F)F)ccnc2n(C)c1=O	104	0.2
O=C(Nc1ccccc1Cc1ccccc1)c1ccc(Br)o1	100	-0.4
CC(C(=O)Nc1ccc2c(c1)OCO2)N(C)CC(=O)Nc1ccccc1Cl (configuration not stated)	103	0
CCCNC(=O)c1ccc(CS(=O)c2ccc(Br)cc2)o1 (configuration not stated)	104	1.2
CCc1ccc(C=NN2CCN(Cc3ccccc3)CC2)cc1	99	-0.5
COc1ccc(-c2nc(SCC(=O)NC3CCCC3)c(-c3ccccc3)[nH]2)cc1OC	112	0
CCOC(=O)C1=C(C)N(CCOC)C(=O)/C1=C\c1ccc(N(C)C)cc1	102	0.1
COc1ccc(C(=O)c2cc3c(CO)cnc(C)c3oc2=O)cc1	102	0.2
CCCC12CN3CC(C)(CN(C1)C3c1cn(C)c3ccccc13)C2=O (configuration not stated)	102	-1.1
CCCNC(=O)N(C)c1nncnc1C(=O)NC	104	0.7
Cc1cc(C)c(NC(=O)Cn2c(=O)n(CC3CCCO3)c(=O)c3ccccc32)c(C)c1 (configuration not stated)	105	-0.1
COC(=O)C(C)(C)NC(=O)c1cccs1	100	-0.1
CCc1ccc(NC(=O)Cn2c(-c3cncs3)nc3ccccc32)cc1	109	0.8
CCOc1ccc(S(=O)(=O)NCCc2csc3nc(-c4ccc(F)cc4)nn23)cc1	110	0.6
Cc1nc2ccccc2c(=O)n1/N=C/c1ccc2c(c1)OCO2	102	-0.1
CCCOc1ccccc1N	103	0.3

Carrying on:
SMILES	PV pol inh	PV pol inh FP z-score
CC(C)c1ccc(S(=O)(=O)c2nnn3c2nc(NCc2cccs2)c2sccc23)cc1	108	0.2
O=c1[nH]c(O)c(C=NCCCn2ccnc2)c(=O)[nH]1	100	-0.3
CCC(=O)Nc1cc(C(=O)OCC(=O)c2cccs2)ccc1C	102	-0.3
Cn1c(=O)c2sccc2n2c(CCC(=O)NCc3ccccc3)nnc12	105	0
CCCCn1c(N)c(N(CC(C)C)C(=O)COc2ccc(F)cc2)c(=O)[nH]c1=O	96	-0.7
O=C(CSc1nc2c([nH]c3ccccc32)c(=O)n1-c1cccc(Cl)c1)N1CCCCCC1	103	0.4
O=C(Nc1cccc(O)c1)c1cccc(-n2cnnc2)c1	100	-0.8
CC1=C(c2ccccc2)[N+](=O)C(C)(C)N1[O-]	103	0.3
CC(C)Cn1cc(NC(=O)Nc2cccc(C(F)(F)F)c2)c2ccccc2c1=O	70*	-2.7*
Nc1nn(-c2ccccc2)nc1C(=O)OCc1ccccc1	106	0.3
CCN(CC)CCCNc1nc(Cl)nc(Nc2ccc(F)cc2F)n1	100	-0.5
O=C1NC(=Nc2ccccc2Br)SC1(CO)CO	102	0.5
C/S(=N\C(=O)Nc1ccc(Cl)cc1)c1sc(Cl)c2c1C(=O)CCC2 (configuration not stated)	107	0.6
COc1cn(CC(=O)Nc2cccc(C)c2C)c(CN2CCCCC2)cc1=O	112	1.3
COc1ccc2c(c1)NC(c1cccnc1)=NC(c1ccc(F)cc1)=N2	110	0.4
CC(C)n1c(=S)[nH]c2scc(-c3cccs3)c2c1=O	105	0.6
CCN(CC)c1ccc(C(=O)OCC(=O)N2CCc3ccccc32)cc1	101	-0.2
Cc1cccc(N(C)S(=O)(=O)c2ccc3c(c2)OCC(=O)N3)c1	102	0.2
O=C1CSC(=NCc2ccccc2)N1	103	0.5
CC1CCCN(C(=S)NC(=O)C2CC2)C1 (configuration not stated)	110	0.4
CCOC(=O)CSCc1cn2c(C)cc(C)nc2n1	101	-0.2
CN(C)N=Nc1ccc(S(=O)(=O)NC(=O)Cc2ccccc2)cc1	99	-0.4
COc1ccc(CN(C)Cn2c(=S)oc3ccccc32)cc1	95	-0.4
O=C(O)/C=N/NC(=O)c1ccccc1	101	0
CC1CCC(C(C)C)C(OCC[N+](C)(C)C)C1 (configuration not stated)	102	0

Other records.
SMILES	PV pol inh	PV pol inh FP z-score
CCN(c1ccccc1)c1nnc(NC(=O)Nc2ccc(Br)cc2F)s1	113	1.2
Cc1cccc(NC(=O)c2ccc(=O)[nH]c2)c1	103	0.3
CCc1nn2c(=O)cc(COC(=O)c3cccc(NC(=O)c4ccccc4Cl)c3)nc2s1	106	0
O=C(O)C1CC(=O)N(c2cccc3ccccc23)C1 (configuration not stated)	108	0.5
O=C(NCc1ccc(F)cc1)C(=O)Nc1ccc2nc3n(c(=O)c2c1)CCCCC3	108	0.3
O=C(CN1CCN(c2ccccn2)CC1)N(c1ccccc1)c1ccc2ccccc2c1	103	0.3
CCOC(=O)C1CCN(C(=O)c2ccc3c(=O)n4nc(Nc5ccccc5)sc4nc3c2)CC1	101	-1.1
Cc1cccn2c(=O)cc(COc3ccc(NC(=O)COc4ccc(F)cc4)cc3)nc12	111	1.1
Nc1nonc1C1=NOC(c2nonc2N)=NO1	103	0.6
COc1ccc(NC(=O)C2(c3ccc(OC)cc3)CCOCC2)cc1	99	-0.3
COC(=O)C1=CN(C2CC2)C=C(C(=O)OC)C1c1cccc(OC)c1	100	-0.3
COc1ccc2[nH]cc(C(=O)O)c(=O)c2c1	105	1
COc1ccc(NC2=C(c3ccccc3)C(=O)c3ccccc32)cc1Cl	108	1
Cc1cccn2cc(CNC(=O)CC3CCCCC3)nc12	100	-0.4
O=C(CC1CCCC1)Nc1nc2ccccc2s1	103	0.1
CCc1ccccc1NS(=O)(=O)c1ccc2c(c1)CCCN2C(=O)C1CCC1	101	-1.5
Cc1cccc(C(=O)Nc2cccc(C(=O)OCc3cc(=O)n4nc(C5CC5)sc4n3)c2)c1	111	1.1
Cc1ccc(C(=O)Nc2cccc(C(=O)O)c2)cc1	102	0.9
COc1ccccc1N(CN1CCCC1=O)C(=O)COc1ccc(Cl)cc1Cl	102	0.7
CC(C)Nc1nc(NC(C)C)nc(Sc2nn(C)c(=S)s2)n1	103	0.3
CNc1ccc(C(O)(C(F)(F)F)C(F)(F)F)cc1	101	0
CCc1ccc(NCc2cc3ccc(OC)cc3n(CC(=O)Nc3ccccc3C)c2=O)cc1	110	0.7
COc1ccc(-c2cc(-c3ccccc3)nc(SCC(=O)Nc3ccccc3C)c2C#N)cc1	100	-0.9
CCOC(=O)C1CCCN(CCC(=O)Nc2ccc(OC)cc2OC)C1 (configuration not stated)	101	-0.6
CCCC(C(=O)OCCN(CC)CC)(c1ccccc1)c1ccccc1	100&100	0&0

The list goes on.
SMILES	PV pol inh	PV pol inh FP z-score
Cc1cccc(-c2c3c(=O)n(C)c(=O)n(C)c3c3c(C)nc4ccccc4n23)c1	104	0
O=C(NC1CCCC1)c1ncoc1-c1ccc2ccccc2c1	101	-0.3
CC(=O)N1CN(C2CCCC2)Cc2c1sc1c2CCCC1	106	0.4
Cc1cc(C)n(-c2nc3ccccc3nc2NCCc2ccccc2)n1	103	0.3
O=C(O)c1[nH]c2ccc(Cl)cc2c1CC(=O)N1CCC2(CC1)OCCO2	102	0.1
CCc1cccc(C)c1NC(=O)C1CCN(c2nnc(C)c3c(C)n(-c4ccccc4)nc23)CC1	105	-0.7
CC(C)(C)OC(=O)NCc1cccs1	102	0.2
COc1ccc(-c2cc(-c3ccc(Br)cc3)[nH]c(=O)n2)cc1	107	0.2
C/C(N)=C(/C#N)C(=O)COc1ncnc2c1cnn2-c1ccccc1	105	0.6
Cc1cc(CN)c2[nH]c(C)c(C)c2c1	105	1.1
CCCCN(CC)CCCNC(=O)c1cc2c(=O)[nH]c3ccccc3c2n1C	95	-1.3
Cc1c(CCC(=O)O)c(=O)[nH]c2ccccc12	105	0.8
O=C(O)c1ccc2c(c1)ncn2-c1ccc(F)c(F)c1	102	-0.5
O=S(=O)(c1ccccc1)c1nc(N(CCO)c2ccccc2)sc1Cl	106	0.3
CC(=O)OC(C#N)[C@H]1O[C@@H]2OC(C)(C)O[C@@H]2[C@H]1OC(C)=O (some centres not stated)	108	0.5
Cc1nnc(SCC(=O)Nc2cccc(C(F)(F)F)c2)o1	101	0.3
OCC(O)C1OC(c2ccccc2)OCC1O (configuration not stated)	104	0
CN(C(=O)Oc1ccccc1)c1ccc(C(O)(C(F)(F)F)C(F)(F)F)cc1	101	0.2
CCCCc1c(C)nc(SCc2ccccc2)[nH]c1=O	103	0.4
CCOC(=O)c1cc(C)n(CC2CCC(C(=O)Nc3ccccc3OC)CC2)c1C (configuration not stated)	110	0.6
CC(CN(C)C)OC(=O)c1ccc2c(c1)OCO2 (configuration not stated)	100	-0.4
COc1ccccc1OCc1nc(C#N)c(N2CC(C)CC(C)C2)o1 (configuration not stated)	105	0.7
Cc1cccc(Oc2ccccc2NC(=O)NC(C)(C)C)c1	106	0.6
CC(C)C1(C)C(=O)N=C2c3ccccc3C(=O)N21 (configuration not stated)	104	0
CC(C)(C)NC(=O)NC(=O)CN1CCCCCCC1	100	-0.2

Exported with two lines to a compound: entries from further up
Results follow in this order: PV pol inh, PV pol inh FP z-score
- CCc1cccc(C)c1NC(=O)C1CCN(c2nnc(C)c3c(C)n(-c4ccccc4)nc23)CC1
 : 105, -0.7
- CC(C)(C)OC(=O)NCc1cccs1
 : 102, 0.2
- COc1ccc(-c2cc(-c3ccc(Br)cc3)[nH]c(=O)n2)cc1
 : 107, 0.2
- C/C(N)=C(/C#N)C(=O)COc1ncnc2c1cnn2-c1ccccc1
 : 105, 0.6

Remaining list, next part.
SMILES	PV pol inh	PV pol inh FP z-score
O=c1oc2ccccc2n1CN1CCN(Cc2ccccc2)CC1	102	-0.1
COc1ccccc1N1CCN(c2ncc3c(n2)CCN(Cc2ccc(C)s2)C3)CC1	109	0.5
Cc1ccc(CNC(=O)C2CCCN(S(=O)(=O)c3ccc4c(c3)oc(=O)n4C)C2)cc1 (configuration not stated)	107	0
O=C1/C(=C/c2ccccc2O)CC/C1=C\c1ccccc1O	101	-0.2
Cc1ccc(OCC(=O)Nc2ccc3nc(SCCOc4ccccc4)sc3c2)cc1	98	-1.9
CCN(C(=O)Nc1ccccc1)C1CCCCC1	101	-0.3
CCN(c1ccccc1)S(=O)(=O)c1nnc(NC(=O)C2CCCCC2)s1	114	1.3
CC[C@H]1C2CC3[C@@H]4N(C)c5ccccc5[C@]45C[C@@H](C2C5O)N3[C@@H]1O (some centres not stated)	100	0.2
Cn1c(O)c(/C=N/C(N)=S)c(=O)n(C)c1=O	123	2.4
CCN(CC)c1cc(=O)n2c(n1)SCCC2	101	0
COC(=O)Nc1nc2ccc(Sc3ccccc3)cc2[nH]1	101&97	0.4&-0.6
Cc1ccc(-n2ncc3c(N4CCN(CCO)CC4)ncnc32)cc1Cl	96	-1.8
C=CCn1c(SCC(N)=O)nnc1-c1ccccc1O	101	-0.3
OC(CSc1nc2ccccc2[nH]1)c1ccccc1 (configuration not stated)	106	2.3
O=C(COC(=O)c1ccc(Br)o1)c1ccc(Cl)c(Cl)c1	98	-0.4
CN1C(C(=O)N2CCCCC2)=CC(c2cccs2)=NS1(=O)=O	103	1.1
C=C1N(c2ccccc2)C(=O)OC1(C)CC (configuration not stated)	103	0.1
CC1CCC(C(C)C)C(OC(=O)CN2C(=O)c3ccccc3C2=O)C1 (configuration not stated)	106	1.1
O=C(NCC(c1cccs1)S(=O)(=O)c1cccs1)c1ccc(Cl)cc1 (configuration not stated)	106	-0.3
COc1ccc(CCNC(=O)Cc2c(SC)c3ccccc3n2Cc2ccccc2)cc1OC	106	0.3
COc1ccccc1CNC(=O)c1oc2ccc(S(=O)(=O)N3CCCCC3)cc2c1C	108	-0.1
CN(C(=O)COC(=O)c1ccc(S(=O)(=O)N(C)C)cc1)c1ccccc1	104	0.1
O=C(O)CCC(=O)NCc1ccccn1	102	0.3
Cc1csc(=O)n1CC(=O)OCC(=O)NCc1cccs1	103	0
O=C1CC(c2ccco2)CC2=C1C(c1ccco1)N(C(=O)c1ccccc1)c1ccccc1N2 (configuration not stated)	102	-0.1
Cc1ccc(S(=O)(=O)NCC(O)c2ccccc2)cc1 (configuration not stated)	101	-0.3
O=C1C2C3C=CC(C3)C2C(=O)N1Nc1ccccc1 (configuration not stated)	103	0.2

Grouped by structure: the compounds so far with an NH in an aromatic ring.
SMILES	PV pol inh	PV pol inh FP z-score
Cc1nc2nc(NCc3ccc(Br)cc3)[nH]n2c(=O)c1Cc1ccccc1	120	0.3
COc1ccc(-c2nc(SCC(=O)NC3CCCC3)c(-c3ccccc3)[nH]2)cc1OC	112	0
O=c1[nH]c(O)c(C=NCCCn2ccnc2)c(=O)[nH]1	100	-0.3
CCCCn1c(N)c(N(CC(C)C)C(=O)COc2ccc(F)cc2)c(=O)[nH]c1=O	96	-0.7
O=C(CSc1nc2c([nH]c3ccccc32)c(=O)n1-c1cccc(Cl)c1)N1CCCCCC1	103	0.4
CC(C)n1c(=S)[nH]c2scc(-c3cccs3)c2c1=O	105	0.6
Cc1cccc(NC(=O)c2ccc(=O)[nH]c2)c1	103	0.3
COc1ccc2[nH]cc(C(=O)O)c(=O)c2c1	105	1
O=C(O)c1[nH]c2ccc(Cl)cc2c1CC(=O)N1CCC2(CC1)OCCO2	102	0.1
COc1ccc(-c2cc(-c3ccc(Br)cc3)[nH]c(=O)n2)cc1	107	0.2
Cc1cc(CN)c2[nH]c(C)c(C)c2c1	105	1.1
CCCCN(CC)CCCNC(=O)c1cc2c(=O)[nH]c3ccccc3c2n1C	95	-1.3
Cc1c(CCC(=O)O)c(=O)[nH]c2ccccc12	105	0.8
CCCCc1c(C)nc(SCc2ccccc2)[nH]c1=O	103	0.4
COC(=O)Nc1nc2ccc(Sc3ccccc3)cc2[nH]1	101&97	0.4&-0.6
OC(CSc1nc2ccccc2[nH]1)c1ccccc1 (configuration not stated)	106	2.3
